# MrgX1 antagonist – human MrgX1 receptor antagonism, primary screen | MRGX1-HEK293 calcium flux, Fluo-4, BAM8-22 antagonism; active compounds read low | B-score at 10 µM | 1.3% of 310,000 active | AID 588676 | Q96LB2;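 active = calcium-response B-score plate-corrected more than 3 library SD below zero, starting fluorescence within 5 deviations, no agonist response on first addition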;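 also: peak minus trough fluorescence over baseline after final BAM8-22 challenge near maximal dose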
# TRPC6 activator – activates the mouse TRPC6 cation channel; HEK293-TRPC6 membrane potential dye fluorescence; active compounds read high; B-score at 10 µM; 0.13% of 310,000 active; AID 2550;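 active = B-score of the integrated fluorescence ratio above library mean plus 3 SD, and starting fluorescence ratio within library mean plus 5 SD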;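 also: higher score means more depolarization so channel activation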
# TRPC6 inh – inhibitors of mouse TRPC6 channel; B-score at 10 µM; 1.1% of 310,000 active; Q61143; HEK293-TRPC6, membrane potential dye, ACh-evoked depolarization; active compounds read low;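 active = B-score under library mean minus 3 SD, initial fluorescence not abnormally high, positive integrated signal ratio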;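 also: B-score derived from integrated fluorescence ratio over the kinetic read; more negative B-score means stronger inhibition of depolarization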
# ANO1 activ – activators or potentiators of mouse TMEM16A chloride channel; Q8BHY3; HEK293 TMEM16A/YFP-H148Q/I152L, iodide quench fluorescence; active compounds read low; B-score at 10 µM; 0.3% of 340,000 active;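 active = fluorescence-ratio B-score plate-corrected deviation score at least 3 library SD below zero, with starting fluorescence score within 5 deviations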;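 also: channel opened by trigger with iodide after compound preincubation; score built on the fluorescence ratio of max minus min over baseline; more negative score means more quench and so TMEM16A activation or potentiation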
# Target sequence (Q8BHY3 whole entry, looked up): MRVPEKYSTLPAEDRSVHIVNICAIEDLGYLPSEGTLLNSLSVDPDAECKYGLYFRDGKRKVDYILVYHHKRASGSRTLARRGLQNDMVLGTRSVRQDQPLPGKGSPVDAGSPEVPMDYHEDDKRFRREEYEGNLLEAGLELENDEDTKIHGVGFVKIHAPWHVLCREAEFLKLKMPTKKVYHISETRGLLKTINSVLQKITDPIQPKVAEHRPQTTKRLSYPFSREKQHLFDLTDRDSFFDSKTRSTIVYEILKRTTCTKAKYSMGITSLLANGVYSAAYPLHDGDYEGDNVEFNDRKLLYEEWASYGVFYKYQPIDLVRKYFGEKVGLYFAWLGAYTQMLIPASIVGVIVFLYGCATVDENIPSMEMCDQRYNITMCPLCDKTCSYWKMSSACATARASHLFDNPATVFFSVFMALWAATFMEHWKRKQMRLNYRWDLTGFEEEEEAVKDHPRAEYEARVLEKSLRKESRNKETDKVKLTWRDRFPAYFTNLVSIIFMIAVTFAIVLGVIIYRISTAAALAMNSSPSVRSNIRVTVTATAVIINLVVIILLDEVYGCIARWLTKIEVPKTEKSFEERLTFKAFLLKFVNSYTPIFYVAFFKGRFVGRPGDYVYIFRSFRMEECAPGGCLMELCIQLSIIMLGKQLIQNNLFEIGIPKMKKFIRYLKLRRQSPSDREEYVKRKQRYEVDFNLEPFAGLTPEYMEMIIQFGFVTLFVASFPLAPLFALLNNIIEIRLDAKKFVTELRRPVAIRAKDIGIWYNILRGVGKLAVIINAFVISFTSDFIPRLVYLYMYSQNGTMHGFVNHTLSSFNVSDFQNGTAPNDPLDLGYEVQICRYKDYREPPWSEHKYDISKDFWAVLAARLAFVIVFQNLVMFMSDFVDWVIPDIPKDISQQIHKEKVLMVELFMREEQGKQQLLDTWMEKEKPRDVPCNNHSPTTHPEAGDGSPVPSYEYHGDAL
# RGS4 block – human RGS4 inhibition; HEK293 M3R/RGS4 inducible, Fluo-4 calcium flux; active compounds read high; triggered by carbachol at its EC20; B-score at 10 µM; 0.45% of 310,000 active; AID 463165;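 active = B-score, a plate-corrected calcium signal, over three deviations above library mean, with baseline fluorescence within five deviations of library mean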;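 also: RGS4 expression induced by doxycycline in cells with stable M3 receptor; B-score is computed from the integrated fluorescence ratio over baseline after carbachol; higher B-score means a larger calcium signal and so more RGS4 inhibition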
# Target sequence (P49798 whole entry, looked up): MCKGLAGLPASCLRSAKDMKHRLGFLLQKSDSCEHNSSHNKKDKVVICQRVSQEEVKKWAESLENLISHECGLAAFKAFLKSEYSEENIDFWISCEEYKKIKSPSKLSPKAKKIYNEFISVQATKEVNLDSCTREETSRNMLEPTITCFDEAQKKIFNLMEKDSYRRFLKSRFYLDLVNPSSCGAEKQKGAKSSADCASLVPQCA
# MrgX1 allo act – human MrgX1 positive allosteric modulation, primary screen; Q96LB2; MrgX1-HEK293, Fluo-4 calcium flux, FDSS; active compounds read high; B-score at 10 µM; 0.63% of 310,000 active; AID 588675;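 active = plate-corrected calcium response at least 3 library SD above typical, normal starting fluorescence, not activating the receptor alone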;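 also: compound read alongside a low EC10 to EC30 dose of BAM8-22 agonist; peak minus trough fluorescence over baseline measured at the second addition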
# SKKanGAS inh – blocks kanamycin growth of S. pyogenes SKKanGAS strain | BacTiter-Glo, 6 h | inhibition, % at 7.5 µM | 1.3% of 300,000 active;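 active = mean replicate score, as percent of positive control median, at least 50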;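 also: strain carries kanamycin resistance gene driven by streptokinase promoter and grows in 40 µg/ml kanamycin; loss of luminescence reflects streptokinase promoter inhibition or plain growth inhibition; 0% = median of DMSO wells and 100% = positive control at its reference dose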
# HDAC3 inh – blocks human histone deacetylase 3; O15379; inhibition, % at 8.3 µM; recombinant HDAC3, fluorogenic peptide/trypsin coupled, fluorescence; 0.15% of 320,000 active; in the data active = inhibition above about 26%, passing the limit was not always enough
# ANO1 block – inhibitors of mouse TMEM16A calcium-activated chloride channel. Q8BHY3. HEK293 TMEM16A/YFP iodide influx fluorescence, ionomycin. normalized B-score (activity score, 25-100; higher = stronger inhibition) at 10 µM. 1.2% of 310,000 active. AID 588511;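 active = ratio plate-corrected score three or more library SD toward inhibition, starting fluorescence score within five deviations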;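 also: score derived from kinetic fluorescence span divided by baseline fluorescence per well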
# RGS4 act – RGS4 potentiation or activation; B-score at 10 µM; HEK293 M3R/inducible RGS4, carbachol calcium flux Fluo4; active compounds read low; 0.92% of 310,000 active; AID 463111;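 active = B-score of the integrated calcium signal more than 4 SD below the library mean, with starting fluorescence not abnormally high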;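 also: negative B-score means reduced calcium response which marks RGS4 activation or potentiation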
#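 test system = HEK293 cells with stable M3R and inducible RGS4 | schedule = recording 10 s baseline at 1 Hz, 100 s post-agonist | technique = Fluo4-AM (2 µM) calcium-flux fluorescence, kinetic read | measure = Agonist-evoked peak-minus-minimum fluorescence over baseline, integrated ratio, B score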
# MrgX1 agonist – activates human MrgX1 receptor signaling. Q96LB2. MrgX1-HEK293 cells, Fluo-4 calcium fluorescence, agonist mode; active compounds read high. B-score at 10 µM. 0.44% of 310,000 active;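 active = calcium response B-score plate-corrected fluorescence ratio at least 3 library SD, with starting fluorescence B-score inside 5 SD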
#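 System: HEK293 cells stably expressing human MrgX1 receptor; Dosing: test compound in the initial addition of three; Schedule: overnight plating, then 30 min 37 °C plus 30 min room-temperature dye loading; Detection: kinetic calcium dye fluorescence, Fluo-4 NW; Controls: per-plate positive and negative controls for Z′ factor.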
# * hit, by the source's call; i = inactive; . = not tested or not shown.
SMILES,MrgX1 antagonist,TRPC6 activator,TRPC6 inh,ANO1 activ,RGS4 block,MrgX1 allo act,SKKanGAS inh,HDAC3 inh,ANO1 block,RGS4 act,MrgX1 agonist
CC(=O)N1CCc2cc(S(=O)(=O)CCC(=O)N3CCN(c4ccccc4)CC3)ccc21,i,i,i,i,i,i,-3.0,-6.4,i,i,i
COc1ccc(C(=O)Nc2ccccc2C(=O)N/N=C/c2ccco2)cc1,i,i,i,i,i,i,1.3,-0.6,i,i,i
CCCCn1nc2cc(C(=O)NCc3ccc(C(F)(F)F)cc3C(F)(F)F)ccc2c1OCC,i,i,i,i,i,i,14.9,6.7,i,i,i
Nc1nc(SCc2nnc(SCC(=O)O)n2-c2ccccc2)nc2sc3c(c12)CCCC3,i,i,i,i,i,i,-4.1,-3.8,i,i,i
COc1ccc(C)cc1N(CC(=O)NCCSCc1cccc(Cl)c1)S(C)(=O)=O,i,i,i,i,i,i,0.7,-0.4,i,i,i
Cc1ccc(C(=O)Oc2cccc(NC(=O)c3ccco3)c2)cc1S(=O)(=O)N1CCC(C)CC1,i,i,i,i,i,i,5.6,-5.1,i,i,i
Nc1c(Cl)cc(-c2[nH]c3cc(C(=O)NCCO)ccc3c(=O)c2O)cc1Cl,i,i,i,i,i,i,4.5,0.6,i,i,i
O=C(Nc1cccc2ccccc12)N1CCN(Cc2ccccc2)CC1,i,i,i,i,i,i,1.6,-5.8,i,i,i
COCC(=O)Nc1cccc(C(F)(F)F)c1,i,i,i,i,i,i,0.9,.,i,i,i
Cc1cccn2cc(COc3ccc(-c4ccccc4)cc3)nc12,.,i,i,i,i,.,13.0,.,.,i,.
CC(=O)Nc1ccc(NC(=O)c2ccc(COc3ccc(C)cc3)o2)cc1,i,i,i,i,i,i,-8.8,-6.4,i,i,i
COc1ccc(NC(=S)N(Cc2ccccn2)Cc2ccccc2Cl)cc1,i,i,i,i,i,i,4.7,4.7,i,i,i
O=C(CN1C(=O)NC2(CCCC2)C1=O)Nc1nc2c(F)cc(F)cc2s1,i,i,i,i,i,i,2.8,0.1,i,i,i
CC(C)c1cc(C(=O)N/N=C/c2ccco2)n[nH]1,i,i,i,i,i,i,-7.8,6.6,i,i,i
CC(=O)c1ccc(NC(=O)CSc2nnc(Cn3c(=O)sc4ccccc43)n2C)cc1,i,.,.,i,.,i,.,-0.7,i,.,i
CCC1CCCCN1S(=O)(=O)c1ccc(NC(=O)C2CCCO2)cc1 (stereo not drawn),i,i,i,i,i,i,1.8,10.6,i,i,i
CN1c2ccsc2/C(=N/Nc2ccccc2)CS1(=O)=O,i,i,i,i,i,i,59.7*,-1.8,i,i,i
Cc1ccc(C(=O)Nc2ccccn2)cc1S(=O)(=O)N1CCOCC1,i,i,i,i,i,i,4.0,1.7,i,i,i
O=C(CNC(=S)N(CCCN1CCOCC1)Cc1cccs1)NC1CCCCC1,i,i,i,i,i,i,0.4,2.2,i,i,i
CC1Cc2ccccc2N1C(=O)CSCC(=O)O (stereo not drawn),i,i,i,i,i,i,2.5,0.6,i,i,i
Cc1ccc(-n2cccc2C(=S)N=P(N(C)C)(N(C)C)N(C)C)cc1,i,i,i,i,i,i,7.1,2.3,i,i,i
CC(C)n1cc(CN2CCCC(CO)(Cc3cccc(Cl)c3)C2)cn1 (stereo not drawn),i,i,i,i,i,i,-8.8,1.1,i,i,i
Cc1ccc(N(C(=O)c2snc(C(N)=O)c2N)C(C(=O)NCC2CCCO2)c2c[nH]c3ccccc23)cc1 (stereo not drawn),i,i,i,i,i,i,9.7,-4.3,i,i,i
O=C(C1=C[C@H](c2csc3ccccc23)C[C@H](OCc2ccc(CO)cc2)O1)N1CCCCCCC1,i,i,i,.,i,i,20.2,7.5,i,i,i
C#CCOCCOCCOCCNc1nc(N2CCN(C(=O)[C@H](CCC(=O)O)n3cc(C(N)CO)nn3)CC2)nc(N2CCN(C(=O)[C@H](Cc3ccc(O)cc3)n3cc(C(N)[C@H](C)CC)nn3)CC2)n1 (stereo partly drawn),i,i,i,.,i,i,3.4,2.2,i,i,i
# Continued:
SMILES,MrgX1 antagonist,TRPC6 activator,TRPC6 inh,ANO1 activ,RGS4 block,MrgX1 allo act,SKKanGAS inh,HDAC3 inh,ANO1 block,RGS4 act,MrgX1 agonist
CCCNC1=CC(=O)CC(C)(C)C1,i,i,i,i,i,i,-4.1,0.5,i,i,i
COc1ccc(S(=O)(=O)CCC(=O)NCCc2ccc(C)cc2)cc1,i,i,i,i,i,i,4.1,9.1,i,i,i
Cc1ccc(C(=O)C[n+]2cccc3ccccc32)cc1,i,i,i,i,i,i,-1.8,-3.2,i,i,i
Cc1ccc(-c2noc(CN3CCCCC3)n2)cc1,i,i,i,i,i,i,-0.9,7.7,i,i,i
O=C(c1ccncc1)N1N=C(c2ccc(Cl)cc2)CC1c1ccccc1O (stereo not drawn),i,i,i,i,i,i,-2.0,0.3,i,i,i
COc1ccc(C(C)NC(=O)C2CCCC2)cc1OC (stereo not drawn),i,i,i,i,i,i,1.0,-4.2,i,i,i
NC1CCN(c2cccc(Cl)n2)CC1,i,i,i,.,i,i,-2.8,-3.6,i,i,i
C=CCOc1ccc(CNCc2cccnc2)cc1OCC,i,i,i,i,i,i,-1.3,-3.9,i,i,i
Cn1c(N)c(C(=O)CSc2nc3ccccc3c(=O)n2CCCN2CCOCC2)c(=O)n(C)c1=O,i,i,i,i,i,i,7.9,-2.0,i,i,i
O=S(=O)(c1ccc(Cl)cc1)N1CCN(C(=S)Nc2ccc(F)c(Cl)c2)CC1,i,i,i,i,i,i,8.8,12.7,i,i,i
Cc1cc(Cl)c(S(=O)(=O)N2CCN(c3ccc(F)cc3)CC2)cc1OCC(N)=O,i,i,i,i,i,i,5.6,0.0,i,i,i
Cc1cc(NC(=O)CCCN2C(=O)/C(=C/c3ccccc3Cl)SC2=S)no1,i,i,i,i,i,i,0.6,-1.3,i,i,i
CC(C)[C@H](NC(=O)N1CCn2c1nc1ccccc12)C(=O)NCc1ccc2c(c1)OCO2,i,i,i,i,i,i,0.2,5.3,i,i,i
CCc1cc(C(=O)c2ccc(OC)cc2)c(NC(=O)CC(C)(C)CC(=O)O)s1,i,i,i,i,i,i,15.8,4.4,i,i,i
COc1ccc2[nH]c(=O)c(CN(CCN(C)C)C(=O)NCc3ccccc3)cc2c1,i,i,i,i,i,i,-5.5,-10.5,i,i,i
O=C1Nc2ccccc2C1(O)c1ccccc1O (stereo not drawn),i,i,i,i,i,i,-1.8,-3.1,i,i,i
COC(=O)N1CN(C(=O)OC)CN(C(=O)OC)C1,i,i,i,i,i,i,-4.3,1.1,i,i,i
CN1CCN(C(=S)Nc2cc(S(=O)(=O)N3CCOCC3)ccc2Cl)CC1,i,i,i,i,i,i,1.5,-0.4,i,i,i
CCCc1nc(NCc2ccc3c(c2)OCO3)c2nnn(Cc3ccccc3Cl)c2n1,i,i,i,i,i,i,-10.5,-4.9,i,i,i
CCOc1ccccc1/C=N/NC(=O)c1cccc(Cl)c1,i,i,i,i,i,i,-9.7,3.2,i,i,i
O=C(COC(=O)CSc1nnc(-c2ccc(Cl)cc2)o1)Nc1cc(Cl)ccc1Cl,i,i,i,i,i,i,-9.3,5.4,i,i,i
CCN1CCN(CCCNC(=O)CCc2nc(-c3ccc(OC)cc3)no2)CC1,i,i,i,i,i,i,-15.4,-4.1,i,i,i
CC/S(CC1CC1(Cl)Cl)=N\S(=O)(=O)c1ccc(C)cc1 (stereo not drawn),i,i,i,i,i,i,-9.2,2.0,i,i,i
CN(CCO)C(=O)c1ccc(-c2nn(C)c(=O)c3ccccc23)cc1,i,i,i,i,i,i,3.1,1.4,i,i,i
O=C(Oc1coc(CSc2nnc(NC(=O)C3CC3)s2)cc1=O)c1ccccc1,i,i,i,i,i,i,2.9,-3.0,i,i,i
# (next part)
SMILES,MrgX1 antagonist,TRPC6 activator,TRPC6 inh,ANO1 activ,RGS4 block,MrgX1 allo act,SKKanGAS inh,HDAC3 inh,ANO1 block,RGS4 act,MrgX1 agonist
Cc1ccc(C(=O)N2CCN(S(=O)(=O)N3CCOCC3)CC2)cc1,i,i,i,i,i,i,-1.2,-4.2,i,i,i
COc1ccccc1N1CCN(C(=O)C(F)F)CC1,-6.82*,i,i,i,i,i,5.7,1.6,i,i,i
Cc1ccccc1NC(=O)C(C)SCc1ccccc1 (stereo not drawn),i,i,i,i,i,i,5.2,1.3,i,i,i
O=S(=O)(c1cccc(Cl)c1)N1CCC(c2nc3ccccc3[nH]2)CC1,i,i,i,i,i,i,-9.2,2.4,i,i,i
O=C(c1ccc([N+](=O)[O-])cc1[N+](=O)[O-])N1CCCC1,i,i,i,i,i,i,2.3,-8.5,i,i,i
O=C(c1ccccc1)c1ccc(Oc2ccc(C(=O)O)c(C(=O)O)c2)cc1,i,i,i,i,i,i,3.7,7.7,i,i,i
O=C(CSc1nc2ccccc2c(=O)n1-c1ccc(F)cc1)Nc1ccc2c(c1)CCC2,i,i,i,i,i,i,-0.5,-1.3,i,i,i
CCC(C)[C@H](NC(=O)C1CC(=O)N(c2ccc3c(c2)OCCO3)C1)C(=O)NC1CCCC1 (stereo partly drawn),i,i,i,i,i,i,-0.5,2.8,i,i,i
N#C/C(=C\c1c(N2CCC(C(N)=O)CC2)nc2ccccn2c1=O)S(=O)(=O)c1ccccc1,i,i,i,i,i,i,-0.2,1.7,i,i,i
CCCN(/C=N/c1sc2c(c1C#N)CCCCC2)CCC,i,i,i,i,i,i,25.7,2.1,i,i,i
On1nnc2ccc3ccccc3c21,i,i,i,i,i,i,-4.5,1.5,i,i,i
Cc1nc2ccccc2n1CC(O)COCC1CC=CCC1 (stereo not drawn),i,i,i,i,i,i,-2.3,10.3,100*,i,i
COc1ccc(/C=C2\SC(=S)N(N3CCOCC3)C2=O)c(OC)c1,i,i,i,i,i,i,1.4,-4.4,i,i,i
CCCOCC(O)CC(Cc1ccccc1)C(=O)NN (stereo not drawn),i,i,i,i,i,i,-5.3,6.4,i,i,i
O=C(CN1CCc2ccccc2C1)Nc1ccccc1F,i,i,i,i,i,i,5.9,5.3,i,i,i
O=C(NCCc1ccc(F)cc1)c1coc(=O)c(Br)c1,i,i,i,i,i,i,-1.0,-2.2,i,i,i
CS(=O)(=O)N(CC(=O)NCc1ccccc1Cl)Cc1ccccc1,i,i,i,i,i,i,-2.9,0.8,i,i,i
C=CCOc1cc(OC)c(OC)c(OC)c1,i,i,i,i,i,i,0.3,-2.0,i,i,i
Cc1cccnc1NC(=O)c1cc2c(=O)oc3ccccc3c2s1,i,i,i,i,i,i,0.0,0.3,i,i,i
COc1cc(NC(=O)c2ccccc2F)c(OC)cc1NC(=O)CN1CCCCC1,i,i,i,i,i,i,0.1,-4.1,i,i,i
Cc1cc(NC(=O)CCCN2C(=O)c3cccc4cccc(c34)C2=O)no1,i,i,i,i,i,i,-4.7,-6.5,i,i,i
